Compound activity (PubChem BioAssay)
GSK3A inh – blocks human GSK-3 alpha kinase; ADP-Glo luminescence, 60 min; inhibition, % at 10 µM; actives 0.1% (n = 320,000); AID 2650;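 in the data active = inhibition above about 50%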;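 also: GST-tagged GSK-3 alpha with peptide substrate and 25 µM ATP; 0% = DMSO neutral wells and 100% = GW8510 positive control wells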
Target sequence (P49840 whole entry, looked up): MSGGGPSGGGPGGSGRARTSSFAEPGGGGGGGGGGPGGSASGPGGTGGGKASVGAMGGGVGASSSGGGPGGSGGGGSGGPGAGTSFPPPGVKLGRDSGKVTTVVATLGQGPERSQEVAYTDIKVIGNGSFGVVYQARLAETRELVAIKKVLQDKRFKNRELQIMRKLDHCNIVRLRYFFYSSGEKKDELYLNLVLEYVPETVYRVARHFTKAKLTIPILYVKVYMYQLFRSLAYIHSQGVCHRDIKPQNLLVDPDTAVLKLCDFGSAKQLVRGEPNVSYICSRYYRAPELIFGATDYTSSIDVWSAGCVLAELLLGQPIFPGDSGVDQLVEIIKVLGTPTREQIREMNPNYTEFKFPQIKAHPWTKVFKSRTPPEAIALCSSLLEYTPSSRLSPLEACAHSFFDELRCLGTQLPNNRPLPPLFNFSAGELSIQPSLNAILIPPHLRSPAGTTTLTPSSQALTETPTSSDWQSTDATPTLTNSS
PolyA inhibitor – blocks polyadenylation in yeast reporter cells; S. cerevisiae SKY197-pL101 polyadenylation reporter, beta-gal luminescence; efflux-impaired pdr1/pdr3 knockout yeast; score 100 = 6 SD above DMSO; calls only at 12 µM; actives 0.02% (n = 300,000); AID 1875;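 active = lowest replicate activity score at least 50, where 100 means six control SD above control mean; inconclusive = lowest score under 50 but half or more replicates reach 50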;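 also: yeast exposed to compound for 9 h at 30 °C; higher score means more reporter readthrough which indicates perturbed polyadenylation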
HDAC3 inhib – inhibitors of human histone deacetylase 3; O15379; inhibition, % at 8.3 µM; recombinant HDAC3, fluorogenic peptide/trypsin coupled, fluorescence; actives 0.15% (n = 320,000); in the data active = inhibition above about 26%, passing the limit was not always enough; inconclusive = no clear call, values can overlap the other calls
Target sequence (O15379 whole entry, looked up): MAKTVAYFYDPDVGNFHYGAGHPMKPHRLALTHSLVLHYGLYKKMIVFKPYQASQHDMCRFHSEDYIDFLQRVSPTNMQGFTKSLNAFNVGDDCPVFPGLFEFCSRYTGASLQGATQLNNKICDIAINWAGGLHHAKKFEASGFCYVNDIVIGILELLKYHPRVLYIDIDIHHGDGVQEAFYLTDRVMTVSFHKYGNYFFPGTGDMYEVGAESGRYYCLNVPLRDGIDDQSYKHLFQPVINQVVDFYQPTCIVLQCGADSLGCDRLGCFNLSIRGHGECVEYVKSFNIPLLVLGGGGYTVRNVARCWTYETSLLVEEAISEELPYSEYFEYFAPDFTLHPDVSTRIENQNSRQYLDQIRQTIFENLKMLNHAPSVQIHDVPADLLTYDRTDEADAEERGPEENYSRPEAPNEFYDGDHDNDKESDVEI
HSF1 inh – HSF1 inhibition; NIH3T3-HGL HSE-luciferase, MG132-induced, luminescence 8 h; stronger effect = lower value; activity change, negative = inhibition, % at 7.5 µM (by protocol); actives 0.77% (n = 300,000); AID 2098;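 active = more than half of replicate wells show activity change below -50%, luminescence cut by over half; inconclusive = some wells, but at most half, below -50%; inactive = no replicate well below -50%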;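 also: luciferase reports HSF-1 transcriptional activity via heat shock element; 0% = median of DMSO wells and -100% = zero luminescence signal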
AI-2 QS mod – modulators of Vibrio harveyi AI-2 quorum sensing system. Vibrio harveyi JMH597 AI-2 luminescence/OD600 ratio, 9 h; stronger effect = lower value; strain lacks LuxN and CqsS sensors; 0 = neutral-control median. activity change, % at 7.5 µM. actives 0.4% (n = 300,000). AID 2094; in the data active = activity change below about -75%, passing the limit was not always enough; inconclusive = no clear call, values can overlap the other calls;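 also: luminescence divided by OD600 gain over 9 h not by final OD600 alone; inactives centre near 13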
GSK3beta inhib – blocks human GSK3beta kinase activity; P49841; GST-GSK3beta kinase, ADP-Glo luminescence, 60 min; stronger effect = lower value; activity score (negative = inhibition), % at 10 µM; actives 0.038% (n = 300,000); AID 2097;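 active = more than half of replicate wells score below -50%, meaning over 50% inhibition versus plate controls; inconclusive = some replicates but at most half score below -50%; inactive = no replicate scores below -50%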;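 also: 0% = median DMSO wells and -100% = median GW8510 positive control wells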
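Test system – GST-tagged human GSK3beta kinase, cell-free · Incubation – 60 min enzyme reaction, room temperature · Signal – ADP-Glo luminescence · Also added – peptide substrate and ATP at 25 µM · Controls – DMSO neutral wells and GW8510 at 20 µM as positive · Buffer or medium – Tris/MgCl2 kinase buffer · Measure – Luminescence-derived activity versus plate DMSO and GW8510 wells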
HSP90 inh – HSP90 refolding inhibition in rabbit reticulocyte lysate; inhibition, % at 5.6 µM; AID 1789; actives 0.91% (n = 290,000); luciferase refolding luminescence, 3 h;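 active = inhibition above the screen-wide mean plus 3 SD, computed separately per campaign, cut at about 16% in these data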;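 also: 0% = DMSO wells and 100% = 60 µM geldanamycin wells; inhibitors lower the luminescence because luciferase stays unfolded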
Dyrk1A ADPGlo – inhibitors of rat Dyrk1A kinase; Q63470; ADP-Glo luminescence, NFATc1 peptide; inhibition, % at 12.5 µM; actives 0.43% (n = 310,000); AID 504441; in the data active = inhibition above about 50%;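 also: plate controls were vehicle with enzyme for no effect and no enzyme for full effect; many of its hits are not listed in these tables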
HSF-1 act – increases HSF-1 driven luciferase reporter signal. NIH3T3-HGL HSF-1 luciferase reporter, MG132, 8 h; 100% = twice DMSO control signal. activation, % at 9 µM. actives 1.7% (n = 300,000);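 active = mean replicate activation of at least 50% with a set share of replicates each reaching 50%; inconclusive = only one of those two conditions met; inactive = mean below 50% and too few replicates reaching it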;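 also: 0% = median of the neutral control wells and 100% = twice that signal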
Platelet DG rel – platelet dense granule release activity. human platelet-rich plasma, SFLLRN dense granule ATP release, luminescence. inhibition, %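 (compounds screened at 7.5 µM in platelet-rich plasma)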. actives 0.22% (n = 300,000). AID 1663;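 active = mean replicate score, as percent of positive control, at or above 50; inconclusive = mean below 50 but at least one replicate at or above 50; inactive = mean and every replicate below 50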
Active calls of the source: *; i = inactive; u = inconclusive; x = not tested or not shown.

SMILES	GSK3A inh	PolyA inhibitor	HDAC3 inhib	HSF1 inh	AI-2 QS mod	GSK3beta inhib	HSP90 inh	Dyrk1A ADPGlo	HSF-1 act	Platelet DG rel
O=c1c2c(n3cnnc3n1C1CCCCC1)-c1ccccc1CC21CCCCC1	-3	i	-2	x	22	0	-3	-2	x	-1
Cc1ccn2cc(CCNS(=O)(=O)c3ccc([N+](=O)[O-])cc3)nc2c1	0	i	0	-28	2	1	10	-8	-43	-1
Cc1cc(C(=O)OCCO)c(C#N)c(N)n1	-1	i	-47	-9	3	2	0	16	20	-6
CNS(=O)(=O)c1cc2c3c(cccc3c1)C(=O)NC2=O	-1	i	-4	-9	23	1	0	2	-5	11
O=C(Nc1ccc(Cl)c(Cl)c1)N(CCCN1CCOCC1)Cc1cccs1	-2	i	7	9	21	1	1	-4	1	-3
NC(=O)CSC1=N/C(=C\c2ccco2)C(=O)N1c1ccc(OC(F)F)cc1	2	i	2	53	9	0	5	-5	72*	9
NC(=O)CC(NC(=O)Cc1cccc2ccccc12)c1ccc(N2CCC(Br)CC2)c([N+](=O)[O-])c1 (centres undefined)	-1	i	7	0	5	2	x	12	5	14
COc1ccc(NC(=O)CSc2n[nH]c(-c3ccccn3)n2)cc1	-2	i	-1	-9	72	2	-2	-9	-14	-3
COc1cc(C(=O)N2CCC(n3cnc4cc(F)ccc43)CC2)cc(OC)c1OC	3	i	0	2	18	2	2	-4	12	5
Cc1cccc(C)c1N(CC(=O)Nc1cc(Cl)ccc1Oc1ccccc1)S(C)(=O)=O	x	i	u	3	2	0	3	3	-8	10
CNc1nnc(C(F)(F)F)s1	-2	i	1	-2	16	-2	-1	0	2	-2
CCN(CC(=O)Nc1ccccc1C(F)(F)F)C(=O)Cn1c(=O)cnc2ccccc21	0	i	0	4	24	2	x	6	12	-1
O=C1N=NC(=O)N1c1ccccc1	-2	i	-7	-34	1	-2	-3	-8	-50	-2
O=C(NCc1ccccc1F)C1CCCN1C(=O)NC1CCCCC1 (centres undefined)	2	i	4	-7	16	0	2	0	16	0
O=C1CC(c2ccc(Cl)cc2)CC(O)=C1C=NCCO (centres undefined)	-2	i	-3	-5	22	1	4	-1	-4	-1
Cc1cc(OCCN2CCCCC2)nc2ccccc12	-2	i	0	-7	25	0	-2	x	-9	4
Oc1ccc(-c2nc3cnccn3c2Nc2ccc3c(c2)OCCO3)cc1	0	i	8	53	23	-4	1	20	64*	-2
CN(Cc1cccc2ncccc12)C(=O)CC1C(=O)NCCN1Cc1ccc(F)cc1 (centres undefined)	-1	i	3	4	64	0	1	-2	-2	-2
COc1ccc([C@@H]2C[C@@H](c3ccccc3)Oc3cc(OC)cc(OC)c32)cc1	x	i	x	-2	5	2	x	4	1	0
O=C(CCN1C(=O)/C(=C/c2ccccc2F)SC1=S)Nc1cccnc1	0	i	0	2	13	-1	3	-4	15	1
CCN(CC)S(=O)(=O)c1cccc(-c2n[nH]c(=S)n2/N=C/c2ccc(OC)cc2)c1	4	i	u	-10	27	-8	1	14	2	-10
CC(C)[C@H](NC(=O)NCc1ccc(Cl)cc1)C(=O)O	-3	i	7	-7	13	3	1	-7	-2	-7
COc1ccccc1Nc1ncnc2ccccc12	-5	i	-7	0	25	6	-3	9	16	-18
CC1(C)CCC[C@@]2(C)CC=C(C(=O)O)[C@@H]3C[C@]312	-2	i	1	-4	51	0	x	-1	12	2
CCc1cc2ccc(C)c(C)c2nc1SCC(=O)NNC(=O)c1ccco1	0	i	0	0	14	0	-1	-9	3	3
CCOC(=O)c1ccc(NC(=O)CN2CCN(C(=O)C3CCCO3)CC2)cc1 (centres undefined)	0	i	7	-12	7	2	-2	-3	-26	-7
Cc1ccn2c(CNCCCn3cccn3)c(C(=O)N3CCCCCC3)nc2c1	-2	i	6	-3	-8	2	-3	1	6	-4
Cc1cc(C(=O)COC(=O)CCc2nc3ccccc3c(=O)[nH]2)c(C)n1CC1CCCO1 (centres undefined)	0	i	-2	-4	-9	-1	-5	x	15	-25
CC1=C(C(=O)OC(C)C)C(c2ccsc2)NC(=O)N1C (centres undefined)	-2	i	-6	1	19	-5	-2	3	10	-15
Cc1ccc(S(=O)(=O)N(C)CC(=O)N2CCc3ccccc32)cc1	-4	i	-2	u	11	2	5	0	-42	-3
COc1ccc([N+](=O)[O-])cc1N(CC(O)CN(CC(C)C)CC(C)C)S(=O)(=O)c1ccc(C)cc1 (centres undefined)	-1	i	u	0	9	1	6	5	-6	3
CN(C)C(=O)c1cc(C(=O)Cc2ccccc2)c[nH]1	1	i	-3	-4	10	0	6	-5	16	19
Nc1nonc1C(=O)NCCNC(=O)c1ccccc1F	-2	i	-3	-3	16	-1	6	2	3	-12
O=C(CCCC(=O)c1ccccc1)NCCc1ccccc1F	0	i	-3	3	9	-1	-4	5	6	-4
Cc1ccccc1NC(=O)/C(=C/c1cccs1)NC(=O)c1ccco1	0	i	1	-5	15	-3	1	-1	-6	9
Fc1ccc(-c2cc3nc4c(c(N5CCOCC5)n3n2)CCCC4)cc1	-6	i	-2	7	0	0	1	-7	0	6
Cc1ccc(NC(=O)CNC(=O)c2ccco2)c(Cl)c1	1	i	x	-3	14	-4	0	0	18	1
CC(C)Sc1nc2c(c(=O)[nH]c(=O)n2C)n1Cc1ccccc1	-1	i	-8	1	2	-2	3	-3	9	-1
COC(=O)C1CCN(c2ccc([N+](=O)[O-])cc2)CC1	-1	i	5	7	24	-1	-2	-4	-5	4
COC(=O)c1cc(S(=O)(=O)NCc2ccc(Br)cc2)c[nH]1	x	i	-7	1	64	1	5	2	16	2
O=C(COC(=O)c1cc(-c2cccs2)nc2ccccc12)NC1CCS(=O)(=O)C1 (centres undefined)	3	i	-6	-1	2	-1	2	6	3	14
CN(NC(=O)c1ccccc1F)c1ncccc1[N+](=O)[O-]	1	i	7	-5	22	3	0	4	0	-1
COc1ccc(C(=O)NC(CO)c2nnc(SCc3ccc(Cl)c(Cl)c3)n2C)cc1 (centres undefined)	-1	i	-4	5	12	4	1	-3	17	8
Cc1cc(C)c(S(=O)(=O)c2ccccc2)c(OC(=O)c2c(F)cccc2F)n1	-4	i	-9	-2	-5	1	1	-5	-1	-4
CCCN(CC(=O)Nc1ccccc1OC)C(=O)c1cc(-c2cccs2)nn1-c1ccccc1	x	i	x	11	15	0	x	-3	3	16
CCc1ccc(C2N3CC4([N+](=O)[O-])CN2CC([N+](=O)[O-])(C3)C4(C)C)cc1 (centres undefined)	-3	i	-4	-4	16	0	3	5	0	9
Nn1nnc2ccccc21	-3	i	7	7	21	0	x	3	34	1
CN1C(=O)/C(=C2\SC(=S)N(CCCCCC(=O)O)C2=O)c2ccccc21	0	i	-3	-4	-4	3	0	-8	-3	-3
Cc1c(Cl)cccc1NC(=O)CNCc1ccccc1F	-1	i	8	11	13	2	-1	x	19	-35
C/C(CC(=O)Nc1cccnc1)=N\NC(=O)C(C)Oc1ccc(Cl)cc1Cl (centres undefined)	2	i	2	-4	9	-1	3	4	1	5
C=CCN(C(=O)C1CSC2(C)CCC(=O)N12)c1nc(-c2ccccc2)cs1 (centres undefined)	x	i	x	4	6	0	x	25	-4	8
Cc1cccc(C(=O)N2CCNC(=O)C2CC(=O)Nc2cccc(Cl)c2)c1 (centres undefined)	-1	i	-10	-4	15	4	3	-3	-15	0
Cn1c(=O)c(C#N)c(-c2ccc(F)cc2)c2cc(C(=O)c3cc(Cl)cc(Cl)c3O)cnc21	-2	i	10	-3	62	0	4	-9	-3	4
CCNC(=S)N1CC(C)OC(C)C1 (centres undefined)	-3	i	1	-6	16	2	2	1	8	-2
Clc1cccc(Cl)c1/C=C/c1nc2ccccc2[nH]1	0	i	-8	26	16	-1	3	22	26	-5
CCOC(=O)/C(C#N)=C/c1ccc(OC)c(OC)c1	-3	i	6	-4	0	2	5	-2	-1	7
Cc1ccc(Cl)cc1Nc1nc(N2CCOCC2)nc(N2CCOCC2)n1	0	i	1	-4	24	-2	0	-2	-8	-5
Cn1cc(S(=O)(=O)c2ccccc2)c(=O)c2cc(Cl)ccc21	0	i	0	-3	11	-1	-5	4	2	2
Cc1ccc(N(C(C)C(=O)NCc2ccncc2)S(C)(=O)=O)cc1C (centres undefined)	-2	i	1	-1	19	-3	-2	-6	-11	-6
CCN(c1ccccc1)S(=O)(=O)c1ccc(Cl)c(C(=O)NCC2CCCO2)c1 (centres undefined)	-3	i	-2	12	37	0	-4	x	42	0

A few values from the list.
AI-2 QS mod with CCc1ccc(C2N3CC4([N+](=O)[O-])CN2CC([N+](=O)[O-])(C3)C4(C)C)cc1 (centres undefined) = 16
HSF-1 act with Cn1c(=O)c(C#N)c(-c2ccc(F)cc2)c2cc(C(=O)c3cc(Cl)cc(Cl)c3O)cnc21 = -3

Following part:
SMILES	GSK3A inh	PolyA inhibitor	HDAC3 inhib	HSF1 inh	AI-2 QS mod	GSK3beta inhib	HSP90 inh	Dyrk1A ADPGlo	HSF-1 act	Platelet DG rel
Cc1ccc2c(c1)nnn2C1CCN(S(=O)(=O)c2ccc3ccccc3c2)CC1	-1	i	2	12	25	3	-1	-5	11	13
O=C(Nc1cccc(-c2cccc(F)c2)c1)C1CCN(C2CCC2)CC1	x	i	x	-3	-6	1	3	x	4	0
CC(C)Cc1ccc(/C=C/C(=O)N2CCCCC2)cc1	0	i	7	30	-71	3	-4	x	58*	5
Cc1ccc(S(=O)(=O)Nc2cccc(C(=O)NCC(c3ccco3)N3CCCC3)c2)cc1F (centres undefined)	-5	i	1	1	23	2	x	11	-20	6
O=C(c1ccc(NC2=NC3CS(=O)(=O)CC3S2)cc1)N1CCN(c2ccccc2)CC1 (centres undefined)	-1	i	-1	-4	11	0	-1	5	-9	-2
COc1ccc(CCN(Cc2ccccn2)C(=S)Nc2ccccc2F)cc1OC	-3	i	-5	6	5	-1	2	-3	10	6
COc1ccc(CNc2ccc(N3CCOCC3)cc2)cc1	-1	i	-5	-2	54	-5	-7	12	-9	0
O=C(CSc1nc2ccccc2s1)Nc1cc(S(=O)(=O)N2CCOCC2)ccc1Cl	-1	i	9	6	40	0	0	-4	3	-5
Cc1ccc(-n2[nH]c(C)c(C=Nc3ccc(Br)cn3)c2=O)cc1	0	i	x	-1	12	2	0	-4	3	-2
CC(C)n1c(C(=O)OCC(=O)NCc2ccc3c(c2)OCO3)cc2occc21	-8	i	0	-7	-2	2	6	7	-18	-5
COCCCNC(=O)CN(c1ccc(Cl)c(Cl)c1)S(C)(=O)=O	1	i	-2	2	21	-2	0	-6	4	-9
Cc1ccc(C(C)NC(=O)C2CCCC2)c(C)c1 (centres undefined)	-1	i	-2	0	1	1	-3	-3	-3	2
COc1ccc(NC(=O)/C(=C\c2ccccc2)NC(=O)c2ccco2)cc1	2	i	4	-4	25	-1	-1	-5	-5	-1

These rows are one share of the data; rates above refer to the full screens.
